Compound activity from PubChem BioAssay.
GC-A act: GC-A (human) enzyme activation | hit rate 0.14% among 370,000 | activation, % at 10 µM | P16066 | HEK293 GC-A cells, cGMP TR-FRET, EC30 ANP; 0% at EC30 ANP, 100% saturating ANP; in the data active means activation above about 40%
sPLA2-III inh: Blocks human group III sPLA2 activity; Q9NZ20; QFRET BODIPY PC-A2 liposome hydrolysis, fluorescence; inhibition, % at 12.2 µM; hit rate 0.56% among 370,000;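 active means inhibition above mean plus 3 SD of compounds lying within the high and low control bounds, cut at about 19% in these data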;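 further: 0% = median of test compound wells and 100% = no enzyme DMSO wells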
Target sequence (Q9NZ20 whole entry, looked up): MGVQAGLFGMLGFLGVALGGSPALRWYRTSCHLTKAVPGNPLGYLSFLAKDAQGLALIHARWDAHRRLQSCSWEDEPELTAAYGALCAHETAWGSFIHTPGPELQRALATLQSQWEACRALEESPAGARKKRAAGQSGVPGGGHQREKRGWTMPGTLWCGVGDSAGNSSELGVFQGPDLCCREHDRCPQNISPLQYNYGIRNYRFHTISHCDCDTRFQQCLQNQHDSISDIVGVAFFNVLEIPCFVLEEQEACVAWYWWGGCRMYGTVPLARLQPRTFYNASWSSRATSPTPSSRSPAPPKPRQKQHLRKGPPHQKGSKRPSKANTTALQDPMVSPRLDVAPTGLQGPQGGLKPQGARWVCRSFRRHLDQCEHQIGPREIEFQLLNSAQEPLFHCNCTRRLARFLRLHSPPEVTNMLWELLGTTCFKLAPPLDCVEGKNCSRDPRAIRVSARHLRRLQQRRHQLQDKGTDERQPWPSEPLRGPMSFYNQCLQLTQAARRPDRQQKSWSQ
GC-B act: GC-B (human) receptor activation; activation, % at 10 µM; HEK293-GC-B cells, CNP EC30, cGMP TR-FRET; 0% at EC30 CNP, 100% saturating CNP; P20594; AID 1920062; hit rate 0.11% among 370,000;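 active means activation at 10 µM reaching about 35% in either raw or pattern-adjusted values, limit read from the data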
SMARCA2 activ: activators of SMARCA2 function | MG213 cells, MMTV-luciferase reporter, dexamethasone, overnight | activation, % at 9.1 µM | hit rate 1% among 370,000 | AID 652017; in the data active means activation above about 7.8%;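 further: 0% = vehicle wells and 100% = reference activator wells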
DAX1 inh-1: NR0B1 (DAX1) inhibition | HEK293 Gal4-DAX1 luciferase reporter, luminescence | inhibition, % at 6.75 µM | hit rate 0.99% among 340,000 | AID 504766;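 active means inhibition above the mean over all tested compounds plus 3 SD, cut at about 4.2% in these data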;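 further: 0% = DAX1-transfected cells with DMSO and 100% = empty-vector control cells with DMSO; inhibition shows as a rise in luminescence from relieved DAX1 repression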
Target sequence (P51843 207-470 limits assumed): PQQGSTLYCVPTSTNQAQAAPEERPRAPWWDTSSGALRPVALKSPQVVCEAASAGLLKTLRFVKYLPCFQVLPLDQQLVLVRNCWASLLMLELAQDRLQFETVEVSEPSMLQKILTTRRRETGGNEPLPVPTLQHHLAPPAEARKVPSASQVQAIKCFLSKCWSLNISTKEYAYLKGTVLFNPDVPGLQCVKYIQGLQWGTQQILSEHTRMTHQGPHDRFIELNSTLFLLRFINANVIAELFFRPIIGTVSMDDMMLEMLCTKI
hcDAF12 agonist: activates DAF-12 receptor from parasite H. contortus. HEK293 hcDAF-12 lit1-tk-luc reporter, luminescence; 0% DMSO, 100% Δ7-dafachronic acid. activation, % at 6.8 µM. hit rate 1.4% among 370,000;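 active means activation above the mean of all tested compounds plus 3 SD, cut at about 5.5% in these data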;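 further: 100% = response to 3 µM Δ7-dafachronic acid high control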
ssDAF-12 act: activators of S. stercoralis DAF-12 nuclear receptor | activation, % at 6.8 µM | HEK293 ssDAF-12/GRIP1 lit1-tk-luc reporter, luminescence; % of 3 µM dafachronic acid response | hit rate 1% among 370,000;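 active means activation above the mean over all tested compounds plus 3 SD, cut at about 0.9% in these data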;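 further: 0% = DMSO-only wells and 100% = 3 µM delta7-dafachronic acid wells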
DAX1 inh-2: blocks DAX1 repression of SF-1 activated StAR promoter; inhibition, % at 6.8 µM; AID 652010; HEK293T StAR-luciferase reporter, SF-1/DAX-1 repression relief; hit rate 1.1% among 370,000;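 active means inhibition above the mean over all tested compounds plus 3 SD, cut at about 3.6% in these data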;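 further: 0% = DAX-1 cells with DMSO and 100% = cells lacking DAX-1 with DMSO; higher inhibition means more luminescence from relief of DAX-1 repression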
GAA850 FXN act: activators of GAA850 frataxin (FXN) promoter; HEK293 lucGAA850 FXN promoter luciferase reporter, 24 h; percent of 10 µM SAHA response; activation, % at 6 µM; hit rate 0.56% among 360,000; AID 540364;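 active means activation above the average of all compounds screened plus 3 SD, cutoff fixed separately per campaign, cut at about 7.5% in these data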;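 further: 0% = DMSO wells and 100% = 10 µM SAHA wells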
hgDAF-12 ag: hgDAF-12 agonism, primary luciferase screen | HEK293 GAL4-hgDAF12 UAS-luciferase reporter, agonist luminescence; normalized to butyrate control | hit rate 1.8% among 370,000 | AID 687014 | activation, % at 6.8 µM;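 active means activation above a cutoff set at the mean of all screened compounds plus 3 SD, cut at about 10% in these data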;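 further: 0% = DMSO wells and 100% = sodium butyrate wells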
KLK7 zymogen act: proKLK7 (human) activation, primary screen; activation, % at 7 µM; purified proKLK7, EDANS-DABCYL substrate fluorescence; 100% is mature enzyme control, 0% vehicle; hit rate 0.9% among 370,000; AID 652039;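 active means activation above the mean of all tested compounds plus 3 SD, computed per campaign excluding outliers beyond control limits, cut at about 13% in these data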
Target sequence (P49862 whole entry, looked up): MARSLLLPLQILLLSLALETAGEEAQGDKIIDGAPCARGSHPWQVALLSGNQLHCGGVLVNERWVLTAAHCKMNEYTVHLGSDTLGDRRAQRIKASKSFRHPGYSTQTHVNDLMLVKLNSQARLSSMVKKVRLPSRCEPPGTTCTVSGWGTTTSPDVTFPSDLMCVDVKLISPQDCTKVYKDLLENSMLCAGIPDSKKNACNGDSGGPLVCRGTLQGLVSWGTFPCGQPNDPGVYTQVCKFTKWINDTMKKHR
* hit, by the source's call; x = no result given.

SMILES	GC-A act	sPLA2-III inh	GC-B act	SMARCA2 activ	DAX1 inh-1	hcDAF12 agonist	ssDAF-12 act	DAX1 inh-2	GAA850 FXN act	hgDAF-12 ag	KLK7 zymogen act
O=Nc1c2cc3ccccc3[nH]c-2c2ccccc12	-2	-25	-11	4	0.3	10*	1.1*	7.7*	1.2	23*	1.5
COc1cc(-c2cc(=O)c3c(O)c(OC)c(OC)c(O)c3o2)ccc1O	5	2	7	3	1.9	-4.4	-2.2	-1.9	-0.5	-2.9	-0.6
O=C(OCC(=O)N1CCCC1)c1ccc(O)cc1	-13	5	0	2	0.3	1.1	-0.6	0.3	-0.5	-0.2	0.0
O=C(CCN1CCN(C/C=C/c2ccccc2)CC1)Nc1cccc(F)c1	1	-7	1	-3	0.4	-1.4	-1.1	2.0	0.5	-0.4	-0.1
O=C(COC(=O)c1cccc(S(=O)(=O)N2CCCCC2)c1)NC1CCCc2ccccc21 (stereo not given)	0	-1	5	-1	-0.9	0.2	-1.1	0.4	2.4	-0.5	0.1
O=C(NNC(=S)Nc1ccccc1)c1cccc(Br)c1	0	12	9	4	1.4	3.1	0.4	3.3	3.5	3.0	0.7
COC(=O)C(C)Sc1nc(NCc2ccccc2)nc(N(C)C)n1 (stereo not given)	2	2	1	0	-1.0	-0.5	-1.9	0.2	3.2	2.3	-0.3
O=C(c1ccc2c(=O)n3c(nc2c1)CCCCC3)N1CCCCC1	5	3	0	-3	-0.5	-0.6	-0.5	0.0	1.2	-1.2	0.9
Cc1ccccc1OCCn1c(CCNC(=O)C(C)C)nc2ccccc21	-6	-8	-4	0	1.1	0.7	-0.3	-0.1	1.8	0.6	-0.1
COc1ccc(C(=O)NC2CCN(S(=O)(=O)c3ccc(F)cc3)CC2)cc1	-1	8	2	-2	2.2	-1.9	-1.7	-0.2	0.9	-0.7	-0.8
Cc1ccc(-c2nnn(CC(=O)N(CC3CCCO3)C(C(=O)NC3CCCC3)c3ccc(O)cc3)n2)o1 (stereo not given)	0	-35	0	-1	-0.2	-1.3	-1.6	0.0	-0.1	-2.7	-0.4
COc1ccc(NC(=O)CN(C)S(=O)(=O)c2ccccc2)c([N+](=O)[O-])c1	3	1	4	3	1.1	0.4	-1.1	0.3	4.3	1.0	0.5
COc1ccc(Nc2nc(NC(C)(C)C)nc(N3CCOCC3)n2)c(OC)c1	-3	-3	-4	-1	-0.3	-1.2	-2.1	0.2	3.5	-3.1	-0.5
O=C(Nc1ccncc1)c1sc2ccccc2c1Cl	-7	0	0	-1	-0.1	-1.3	-1.3	-0.2	2.4	9.1	-0.4
COc1nn(CC(=O)N2N=C(C)CC2(O)C(F)F)cc1[N+](=O)[O-] (stereo not given)	-1	7	0	-1	-0.1	-0.1	-1.4	0.3	-0.1	-1.9	0.4
COc1cc(Cl)c(C)cc1NC(=O)c1ccc(S(C)(=O)=O)cc1	-7	1	4	3	0.6	-1.8	-1.6	-1.1	2.1	2.0	0.4
Cc1ccc2nc(N(CCCN(C)C)C(=O)c3ccc(S(=O)(=O)N4CCCCCC4)cc3)sc2c1	-4	-12	-4	-3	0.3	-1.6	-1.3	1.5	-4.3	-5.2	-0.2
O=C(Nc1nnc(CCS(=O)(=O)c2ccc3ccccc3c2)s1)c1cccs1	-3	7	-2	-1	-1.0	-0.2	-1.5	0.1	-0.8	-1.6	0.1
CC1(C(=O)NS(=O)(=O)c2cccc(OC(F)F)c2)CCN1C(=O)c1ccco1 (stereo not given)	1	-1	1	0	x	0.3	-0.8	0.7	1.7	-0.4	0.1
O=C(Nc1ccc(C(=O)O)cc1)Nc1ccc([N+](=O)[O-])cc1	2	-2	4	2	0.3	1.1	-1.1	0.1	2.1	-0.3	-0.2
CC1=CC(C)(C)NC(=S)N1C(C)c1ccccc1 (stereo not given)	-2	12	1	-2	1.5	-0.8	-1.1	0.0	0.3	-1.8	-0.7
Cn1c(N/N=C\c2cccc(O)c2)cc(=O)n(C)c1=O	3	1	-7	0	-0.7	0.6	-0.7	0.3	1.4	-3.5	-0.8
C(=C\c1ccccc1)/C=N/Nc1nc(N2CCOCC2)nc(N2CCOCC2)n1	-3	1	-6	1	-2.5	0.3	-0.9	-0.3	0.1	-0.3	-0.3
Cc1ccc(N2CC(=O)N(NC(=O)c3sc4nc(C)cc(C)c4c3N)CC2=O)cc1	11	2	-8	3	2.6	0.5	-0.1	0.2	2.0	0.3	86*
COC(=O)c1c(NC(=O)COC(=O)CNC(=O)C2CCCCC2)sc(C)c1C	0	9	1	-4	-1.0	-2.5	-0.5	0.8	1.7	-2.1	-0.8
CC(CC(=O)Nc1nccs1)c1ccccc1 (stereo not given)	-3	-1	1	-3	-0.3	-1.9	-1.7	-0.2	1.8	0.1	-0.2
Cc1cc(C)cc(NC(=S)NC2CC3CCC(C2)N3Cc2ccco2)c1 (stereo not given)	-6	5	-1	-4	0.2	-0.3	-2.1	0.5	-1.5	1.4	0.5
Cc1ccc(C2=Nc3ccccc3NC(C)(c3ccc(C)o3)C2)o1 (stereo not given)	1	-3	-2	5	1.4	15*	1.4*	1.2	1.7	12*	-0.9
Cc1ccc(C)c2c1cc(C)c1nnc(SCC(=O)Nc3nc4c(s3)CCCC4)n12	-3	-15	-3	-1	-1.1	-1.6	-1.4	0.7	1.2	-3.6	-0.1
Cc1cc(C)n2nc(C(=O)OCC(=O)N(C)C3CCCCC3)nc2n1	-1	6	-2	-2	-0.1	0.4	-0.6	-0.4	1.9	-0.2	0.4
O=C1Cc2cc(S(=O)(=O)NCc3ccccc3Cl)cc3c2N1CCC3	1	-32	5	0	0.0	-0.3	-1.2	0.6	0.0	0.1	0.1
Cc1nc(NC(=O)CSc2nnc(N)s2)c(Cl)cc1Cl	-2	-1	-3	0	-0.1	-1.3	-0.7	-0.2	1.8	-1.4	0.6
COC(=O)c1ccc(OCC(=O)N2CCCc3ccccc32)cc1	-10	5	4	-3	-1.5	-0.3	-0.9	-0.3	0.8	2.5	-1.1
CC1(C(=O)O)CCC(C(=O)N2CCOCC2)C1(C)C (stereo not given)	0	-3	-1	-2	-0.6	-2.8	-0.9	0.6	-1.0	0.7	-0.1
O=C(c1coc(=O)c(Br)c1)N1CCCc2ccccc21	2	-1	-2	3	-1.2	2.4	-0.5	0.3	-2.7	5.4	-3.8
O=C(Nc1ccc(OC(F)(F)F)cc1)C1CCCCN1S(=O)(=O)c1ccccc1 (stereo not given)	2	-8	2	-3	1.2	-2.5	-1.2	-3.6	6.2	-5.2	-0.7
CCNC(=O)C1CCCN(C(=O)C(c2ccccc2)c2ccccc2)CC1 (stereo not given)	-4	13	8	-3	x	-0.8	-0.9	0.1	-1.4	0.1	-0.3
CC(C)N1C(=O)N(c2ccccc2)C(C)(O)CC1(C)C (stereo not given)	-1	0	-3	-2	-0.7	-1.5	-0.7	0.1	1.3	-1.0	0.7
CCCCc1cc(=O)oc2c(C)c(OCC(=O)N3CCC(C(N)=O)CC3)ccc12	2	-4	-5	2	3.9	-0.5	-1.2	-0.4	1.4	-0.8	-0.1
Cc1cccc(NC(=O)c2onc3c2CCCC3)c1C	2	6	-1	4	1.7	1.6	-0.1	1.5	5.5	11*	0.1
CCOCCCn1c(SCC(=O)Nc2oc(C)c3c(C)n[nH]c(=O)c23)nc2ccccc2c1=O	-6	10	4	-2	-0.3	-0.5	-1.4	-1.3	-2.5	-2.9	-0.7
Cc1n[nH]c(=S)n1/N=C/c1ccccc1OCc1ccc(Cl)cc1	-3	14	-10	0	1.6	0.8	0.1	1.2	8.3*	6.0	0.1
Cc1cnc(C(=O)N(CCCn2ccnc2)C2C(=O)Nc3ccccc3N=C2c2ccccc2)cn1 (stereo not given)	0	-8	-2	-1	x	1.6	-1.3	0.9	x	-0.4	0.5
O=c1[nH]cnc2c1ncn2-c1ccc(Cl)cc1	-2	3	-2	0	1.4	-0.2	-0.8	1.3	0.2	0.3	-0.6
Cc1ccc(S(=O)(=O)NCC2CCC(C(=O)N3CCN(C)CC3)CC2)cc1 (stereo not given)	-1	-4	1	0	0.2	0.3	-1.2	0.3	1.5	-1.8	0.3
O=C1C=C(N2CCCCCC2)C2(CCCCC2)O1	0	6	4	1	2.1	-0.9	-1.2	-1.7	-0.3	0.8	-0.3
CS(=O)(=O)N(CC(=O)Nc1ccc(F)cc1F)c1cccc([N+](=O)[O-])c1	0	-2	0	1	-1.9	-0.7	-1.3	-0.4	-2.7	-0.8	0.0
CN(CCC#N)C(=O)COC(=O)c1ccc2c(=O)n3c(nc2c1)CCC3	4	10	2	-3	1.7	-1.1	-2.1	1.1	-1.2	1.4	-0.1
CC1(C(=O)NCc2ccncc2)Cc2c(-c3cccc(C(F)(F)F)c3)ccnc2O1 (stereo not given)	0	1	-4	3	x	-2.4	-1.2	0.3	1.4	-1.0	-0.3
OCCN1CCN(c2nc(-c3ccccc3)c3cc(Cl)ccc3n2)CC1	-14	-17	-12	2	0.3	-1.2	-1.4	-0.8	0.3	-2.3	8.3

Other compounds.
SMILES	GC-A act	sPLA2-III inh	GC-B act	SMARCA2 activ	DAX1 inh-1	hcDAF12 agonist	ssDAF-12 act	DAX1 inh-2	GAA850 FXN act	hgDAF-12 ag	KLK7 zymogen act
CCOc1ncccc1C(=O)N1CCN(S(=O)(=O)c2ccc(Br)cc2Cl)CC1	-6	6	-11	0	-0.7	-2.4	-1.8	1.0	-1.5	-0.9	0.2
CCSc1oc(-c2ccco2)nc1S(=O)(=O)c1ccc(F)cc1	x	-6	x	-3	-0.3	-1.9	-0.9	-0.3	2.9	0.6	0.3
Cn1c2ccccc2c(=O)c2c(=O)n(-c3ccc(F)cc3)c(C3CCCCC3)nc21	-8	1	-8	-3	0.2	0.4	0.0	0.3	-4.7	-1.2	0.0
NS(=O)(=O)c1ccc(NC(=O)COC(=O)c2cc([N+](=O)[O-])ccc2Cl)cc1	-3	-9	-1	2	3.5	1.1	-1.8	0.1	-0.3	5.2	0.1
COc1cccc(N2CC(C(=O)N3CCC4(CC3)CC(=O)c3ccccc3O4)CC2=O)c1 (stereo not given)	-3	4	0	-3	-0.8	-2.0	-0.7	-3.3	-0.4	-3.1	0.2
CCN(c1ccccc1)S(=O)(=O)c1cnc[nH]1	0	-23	2	1	0.0	-0.6	-1.0	0.1	0.9	0.1	0.1
Cn1c(N)c(C(=O)COC(=O)/C=C/c2ccc(Cl)c(Cl)c2)c(=O)n(C)c1=O	3	2	-1	0	-0.3	-0.5	-0.4	-0.3	1.4	0.2	0.5

Ordered by count of non-hydrogen atoms (falling): some entries from above
SMILES	GC-A act	sPLA2-III inh	GC-B act	SMARCA2 activ	DAX1 inh-1	hcDAF12 agonist	ssDAF-12 act	DAX1 inh-2	GAA850 FXN act	hgDAF-12 ag	KLK7 zymogen act
O=C(COC(=O)c1cccc(S(=O)(=O)N2CCCCC2)c1)NC1CCCc2ccccc21 (stereo not given)	0	-1	5	-1	-0.9	0.2	-1.1	0.4	2.4	-0.5	0.1
CC1(C(=O)NS(=O)(=O)c2cccc(OC(F)F)c2)CCN1C(=O)c1ccco1 (stereo not given)	1	-1	1	0	x	0.3	-0.8	0.7	1.7	-0.4	0.1
NS(=O)(=O)c1ccc(NC(=O)COC(=O)c2cc([N+](=O)[O-])ccc2Cl)cc1	-3	-9	-1	2	3.5	1.1	-1.8	0.1	-0.3	5.2	0.1
